Compound activity (PubChem BioAssay)
SKKanGAS inh: SKKanGAS growth inhibition | S. pyogenes SKKanGAS, kanamycin growth, BacTiter-Glo, 6 h | inhibition, % at 7.5 µM | 300,000 compounds, 1.3% hits | AID 1662;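 active = mean replicate score, as percent of positive control median, at least 50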;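 also: strain carries kanamycin resistance gene driven by streptokinase promoter and grows in 40 µg/ml kanamycin; loss of luminescence reflects streptokinase promoter inhibition or plain growth inhibition; 0% = median of DMSO wells and 100% = positive control at its reference dose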
aSyn UTR inh: 5' untranslated region of α-synuclein, MLPCN primary screen | 300,000 compounds, 0.82% hits | AID 1813 | alpha-synuclein 5'UTR reporter, inhibitor activity | inhibition, % (tested at 7.5 µM); in the data active = inhibition above about 60%;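 also: H4 neuroglioblastoma cells stably carrying SNCA 5'UTR luciferase fusion; 0% = DMSO wells and 100% = positive control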
KLF5 inhibitor: inhibitors of KLF5 expression; DLD-1 KLF5 promoter-luciferase reporter, luminescence; inhibition, % at 5 µM; 290,000 compounds, 0.23% hits; AID 1700;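 active = inhibition above a per-plate limit of that plate's mean compound inhibition plus 3 SD, cut at about 60% in these data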;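 also: 0% = DMSO wells and 100% = LY294002 at 200 µM; higher means less KLF5 promoter-driven luciferase light; inactives centre near -14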
HSF1 inh: HSF1 inhibition; NIH3T3-HGL HSE-luciferase, MG132-induced, luminescence 8 h; active compounds read low; activity change, negative = inhibition, % at 7.5 µM (by protocol); 300,000 compounds, 0.77% hits; AID 2098;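 active = more than half of replicate wells show activity change below -50%, luminescence cut by over half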;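 also: luciferase reports HSF-1 transcriptional activity via heat shock element; 0% = median of DMSO wells and -100% = zero luminescence signal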
Platelet DG rel: platelet dense granule release activity. inhibition, %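 (compounds screened at 7.5 µM in platelet-rich plasma)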. AID 1663. 300,000 compounds, 0.22% hits. human platelet-rich plasma, SFLLRN dense granule ATP release, luminescence;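 active = mean replicate score, as percent of positive control, at or above 50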
IEC-6 tox: kills IEC-6 intestinal cells in KLF5 counter-screen; AID 1825; IEC-6 cytotoxicity, luminescence viability; 290,000 compounds, 0.78% hits; inhibition, % at 5 µM; in the data active = inhibition above about 22%;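 also: 0% = plate median of test compound wells and 100% = cytotoxic reference compound wells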
HSP90 inh: inhibitors of HSP90 luciferase refolding in rabbit reticulocyte lysate; luciferase refolding luminescence, 3 h; inhibition, % at 5.6 µM; 290,000 compounds, 0.91% hits; AID 1789;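 active = inhibition above the screen-wide mean plus 3 SD, computed separately per campaign, cut at about 16% in these data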;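 also: 0% = DMSO wells and 100% = 60 µM geldanamycin wells; inhibitors lower the luminescence because luciferase stays unfolded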
AI-2 QS modul: modulators of Vibrio harveyi AI-2 quorum sensing system. Vibrio harveyi JMH597 AI-2 luminescence/OD600 ratio, 9 h; active compounds read low; strain lacks LuxN and CqsS sensors; 0 = neutral-control median. activity change, % at 7.5 µM. 300,000 compounds, 0.4% hits. AID 2094; in the data active = activity change below about -75%, passing the limit was not always enough;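 also: luminescence divided by OD600 gain over 9 h not by final OD600 alone; inactives centre near 13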
HSF-1 act: increases HSF-1 driven luciferase reporter signal; activation, % at 9 µM; 300,000 compounds, 1.7% hits; AID 504408; NIH3T3-HGL HSF-1 luciferase reporter, MG132, 8 h; 100% = twice DMSO control signal;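 active = mean replicate activation of at least 50% with a set share of replicates each reaching 50%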;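 also: 0% = median of the neutral control wells and 100% = twice that signal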
HIF activator: HIF pathway transcriptional activation. U2OS HRE-luciferase reporter, luminescence; normalized: DMSO 0%, desferrioxamine 100%. activation, % at 7.5 µM (by protocol). 300,000 compounds, 0.32% hits. AID 1910;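 active = mean activation of at least 10% of the iron chelator positive control signal, with at least half of replicates also reaching 10%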
* marks the source's active call; other numbers are inactive results; / = no result given.

SMILES	SKKanGAS inh	aSyn UTR inh	KLF5 inhibitor	HSF1 inh	Platelet DG rel	IEC-6 tox	HSP90 inh	AI-2 QS modul	HSF-1 act	HIF activator
COc1ccc(CNC(=O)CN(Cc2ccc(Cl)cc2)S(C)(=O)=O)cc1	-2	25	-15	6	-8	1	4	8	3	-0.4
COCCNC(=S)Nc1cc(OC)c(NC(=O)c2ccco2)cc1OC	-2	-22	-2	-5	1	-6	2	40	-13	-0.1
COc1ccccc1-c1cc(C(F)(F)F)nc(N2CCOCC2)n1	20	21	3	1	-2	-1	0	24	9	-0.5
Cc1cc[n+](-c2nc3ccccc3nc2C(=C=[N-])C#N)cc1	2	-33	-12	-3	-1	6	0	7	5	-0.8
CCOC(=O)C1(Cc2cccc(F)c2)CCN(Cc2cnn(CC)c2C)CC1	-2	6	-18	-9	-1	-4	0	3	-1	0.1
CCOc1ccc(-c2c(C(=O)N/N=C/c3ccccc3)nnn2-c2nonc2N)cc1	5	13	-11	1	1	3	6	15	-20	0.0
CCNC(=S)N/N=C(\C)c1ccc2ccccc2c1	-20	-14	-57	2	0	6	0	17	-1	4.0
Cc1ccc(-n2nnnc2SCC(=O)N2Cc3ccccc3CC2C(=O)O)cc1 (stereo unspecified)	3	-4	-22	-12	3	-2	-6	10	-21	-0.4
CCN(CC)C(=O)Oc1ccc2oc(=O)cc(-c3cc4cccc(OC)c4o3)c2c1	41	1	-2	-5	6	-1	-6	7	1	0.0
CNC(=O)C(=O)NCC1CCCN1S(=O)(=O)c1cccs1 (stereo unspecified)	-1	-10	/	-4	7	/	/	4	5	1.2
CC(=O)Nc1ccc(Nc2cc(C)nc3c(-c4ccccc4)c(C)nn23)cc1	18	8	-37	9	0	6	-7	2	37	0.4
COc1ccc(C)cc1C(=O)CCC(=O)NC1CCCCC1	-2	21	-24	2	18	4	1	9	-11	0.0

Gathered by group, those above with four or more nitrogen atoms.
SMILES	SKKanGAS inh	aSyn UTR inh	KLF5 inhibitor	HSF1 inh	Platelet DG rel	IEC-6 tox	HSP90 inh	AI-2 QS modul	HSF-1 act	HIF activator
Cc1cc[n+](-c2nc3ccccc3nc2C(=C=[N-])C#N)cc1	2	-33	-12	-3	-1	6	0	7	5	-0.8
CCOc1ccc(-c2c(C(=O)N/N=C/c3ccccc3)nnn2-c2nonc2N)cc1	5	13	-11	1	1	3	6	15	-20	0.0
Cc1ccc(-n2nnnc2SCC(=O)N2Cc3ccccc3CC2C(=O)O)cc1 (stereo unspecified)	3	-4	-22	-12	3	-2	-6	10	-21	-0.4
CC(=O)Nc1ccc(Nc2cc(C)nc3c(-c4ccccc4)c(C)nn23)cc1	18	8	-37	9	0	6	-7	2	37	0.4

Following part
SMILES	SKKanGAS inh	aSyn UTR inh	KLF5 inhibitor	HSF1 inh	Platelet DG rel	IEC-6 tox	HSP90 inh	AI-2 QS modul	HSF-1 act	HIF activator
Cc1cccc(CN2CCC(CNC(=O)CSc3cc(=O)n(C)c4cc(Cl)ccc34)CC2)c1	-1	4	12	16	5	8	0	14	27	-0.2
COC(=O)C1=C(C(=O)OC)[C@@H]2N(Cc3ccccc3)c3ccccc3[C@@]23C[C@@H](C(=O)OC)N(C(=O)COCc2ccccc2)C3=N1	9	-5	/	5	2	/	/	6	-13	1.4
Cc1cccc(C)c1NC(=O)CCCSc1nnc(-c2ccc(F)cc2)n1-c1ccccc1	5	24	22	13	-4	5	3	17	22	-0.5
COc1cccc(C(=O)OCC(=O)NCCCc2ccccc2)c1	2	9	3	-3	-5	-1	-1	-14	-14	1.0
CCOc1ccc(-n2c(C)nc3c(cnn3-c3ccc(Cl)cc3)c2=O)cc1	-1	4	-21	-9	4	-2	-1	3	-21	0.4
CCOC(=O)c1cc(-c2cccc([N+](=O)[O-])c2)n[nH]1	-7	-17	1	-3	5	2	4	24	13	-0.5
O=C(c1ccc(Cl)cc1)N1CCC(O)(CSc2ccccc2)CC1	-3	12	8	11	5	-7	-3	-20	4	-0.4
CC(C)(C)OC(=O)N[C@@H](Cc1ccccc1)C(=O)N[C@@H](CO)[C@H](O)[C@@H]1C[C@@H]1C(=O)N1CCCC1	2	2	-43	-7	6	-2	-7	17	-6	-0.5
CCCOC(=O)NC(CC)COC(=O)Nc1cccc(C)c1C (stereo unspecified)	-4	6	-22	10	4	-2	-3	11	12	-0.2
Fc1ccccc1CNc1ccc(Cl)cc1	27	-37	-19	4	-1	-7	0	28	7	0.6
S=C(NCCCN1CCOCC1)N1CCN(c2ccccc2)CC1	0	-18	-16	3	1	8	4	19	22	-11
Cc1cccc(N(C(=O)CCC(=O)Nc2cc(C)on2)C(C(=O)NC2CCCC2)c2ccc(C)o2)c1 (stereo unspecified)	1	-8	-47	11	-2	8	4	8	50	0.3
O=C(c1cc(=O)c2ccccc2o1)N(Cc1ccccc1)C1CCS(=O)(=O)C1 (stereo unspecified)	-3	-4	-11	-4	4	-2	2	12	1	-0.1
CC(C)CC(c1nnnn1CC1CCCO1)N1CCN(Cc2ccc3c(c2)OCO3)CC1 (stereo unspecified)	-1	1	-2	-4	-12	3	3	12	4	-0.5
COc1ccc(NC(=O)CCS(=O)(=O)c2cccc3nonc23)cc1Cl	-3	-3	-35	-6	0	5	4	13	7	-0.4
CC(NC(=O)C1CCC(C)(C(=O)O)C1(C)C)c1ccccc1 (stereo unspecified)	0	-8	-13	1	4	5	3	-6	26	0.7
COc1ccccc1CNS(=O)(=O)CCNC(=O)c1ccccc1	6	-2	/	0	13	/	/	20	-5	-0.5
CNC(=O)COC(=O)c1ccc(Cl)c(S(N)(=O)=O)c1	-12	-17	3	-3	-20	-4	9	-4	0	-0.1
O=C(OCc1ccc(Cl)c(Cl)c1)c1ccccn1	-4	9	-31	1	-1	-7	2	-1	1	0.1
CCCN(C(=O)COC(=O)CCOc1ccc(C)cc1)c1c(N)n(Cc2ccccc2)c(=O)[nH]c1=O	9	6	/	-4	-2	/	/	14	-24	1.8
O=C(O)c1cccc(Nc2nc(-c3cc4ccccc4oc3=O)cs2)c1	20	-98	-68	-29	4	-4	-3	9	-39	3.2
O=C(NCc1ccncc1)C1CCN(S(=O)(=O)Cc2ccccc2)CC1	6	0	-15	-37	6	-4	-2	19	-50	-0.3
O=C(CSc1ncnc2nc[nH]c12)Nc1ccc(Br)cc1Cl	17	9	-15	5	3	-7	5	21	9	0.2
CC(C)N1CCN(Cc2cccn2-c2cccnc2)CC1CCO (stereo unspecified)	-1	-23	-53	-2	7	-2	0	20	-16	0.0

3 of the entries above in order of their number in HSF-1 act, low to high.
mol,HSF-1 act
O=C(O)c1cccc(Nc2nc(-c3cc4ccccc4oc3=O)cs2)c1,-39
COc1ccccc1CNS(=O)(=O)CCNC(=O)c1ccccc1,-5
COc1ccc(NC(=O)CCS(=O)(=O)c2cccc3nonc23)cc1Cl,7

Following part:
SMILES	SKKanGAS inh	aSyn UTR inh	KLF5 inhibitor	HSF1 inh	Platelet DG rel	IEC-6 tox	HSP90 inh	AI-2 QS modul	HSF-1 act	HIF activator
O=C1C2CCCN2C(c2ccccc2F)N1c1cccc(Cl)c1 (stereo unspecified)	-8	-1	-21	-3	2	4	2	29	13	-0.6
COc1ccccc1CNC(=O)c1cnn2c(C(F)F)cc(C)nc12	5	-15	0	3	4	-4	7	12	16	-18
COc1ccc(/C=C/C(=O)NCCc2c[nH]c3ccccc23)cc1OC	13	4	-36	-5	10	-12	-1	30	1	0.9
COC(=O)c1ccc(/C=N/Nc2nc(-c3ccccc3)cs2)cc1	2	-23	-20	0	17	-2	1	11	-6	2.7
O=C(NCCN1CCOCC1)c1c(O)nc2ccccn2c1=O	-3	10	-43	-3	-2	-1	-3	17	-17	0.3
Cn1c(SCC(=O)NC2CCCC2)nnc1-c1ccc(S(=O)(=O)N2CCOCC2)cc1	-1	7	-5	3	-7	2	0	9	20	0.0
COC(=O)c1c(C(=O)OC)c(-c2ccc(Cl)c(Cl)c2)n2c1CCC2	6	28	-23	-3	2	2	2	20	5	-2.9
CCCCC(NC(=O)c1ccc(Cl)cc1)C(=O)O (stereo unspecified)	11	-18	2	-6	-1	3	1	38	4	0.1
COc1ccc(CNc2nc(SCC(=O)NCc3ccco3)nc3ccccc23)cc1	-7	14	-1	7	2	-2	0	38	17	0.0
CN(C)C(=O)c1cc([N+](=O)[O-])ccc1O	-9	6	-10	-4	-1	-8	-1	13	-11	-0.6
CCOC(=O)c1c(NC(=O)CSc2nccn2C)sc(C(=O)NC)c1C	-2	16	/	-7	-3	/	/	11	3	-1.1
Cc1oc2ccccc2c1-c1cn2c(n1)SCC2	3	-59	-32	16	-5	3	0	19	21	1.8
CCCn1c(SCC(=O)NC2CCCC2)nc2c1c(=O)n(C)c(=O)n2C	-1	3	-7	-3	1	7	6	8	4	-0.3
COc1ccc(Cl)cc1NC(=O)CC1S/C(=N/N=C2CCCCCC2)NC1=O (stereo unspecified)	0	-21	-9	-2	-19	-1	-2	24	0	-0.2
O=C(NNC1=C(C(=O)C(F)(F)F)CCC1)c1ccccc1Cl	16	11	-22	-2	-95	8	2	26	-7	-0.1
COc1ccc(C(=O)NCc2nnc(SCC(=O)N3CCc4ccccc43)o2)cc1OC	-6	30	-6	5	0	-1	3	7	14	-1.7
Cc1cccc(OCc2nnc(SCC(=O)Nc3cccc(C(=O)N4CCOCC4)c3)n2C)c1	-10	6	16	0	2	1	-6	16	-8	-0.4
CN(C)/C=N/C(=S)Nc1ccccc1F	3	-6	-16	-14	25	0	10	21	-6	0.0
CC(NC(=O)Nc1ccc(Cl)cc1)C1CCCO1 (stereo unspecified)	-2	-37	-79	13	6	-5	-1	-1	21	0.8
Cc1ccnc2nc(C(=O)NCc3cccs3)nn12	3	1	3	-3	-8	8	4	27	7	-0.1
OCC1OC(n2cnc3c(NC4CCCCC4)ncnc32)C(O)C1O (stereo unspecified)	-2	3	-3	-2	42	-2	-2	-6	-1	0.0
CC(=O)CC(=O)Nc1ncccn1	-6	-4	1	-4	-2	0	4	-1	19	-0.3
